# JMJD2A Tudor = qHTS Assay for Inhibitors of JMJD2A-Tudor Domain. Lysine-specific demethylase 4A (Homo sapiens), O75164. AlphaScreen JMJD2A-Tudor / H3K4me3 peptide binding. Potency, µM (top dose mostly 114 µM), for the others: at the highest dose activity change, negative = inhibition, usual class: inhibitors. hit rate 4.4% among 390,000. AID 504339, 2011; also: potency is read from the fitted curve at half-maximal effect; % is scaled to controls: 0 for no effect and ±100 for the full control effect; nearly all actives have a fitted effect of over 50% in size
# PGK inhibitor = qHTS Assay to Find Inhibitors of Phosphoglycerate Kinase | Phosphoglycerate kinase, glycosomal (Trypanosoma brucei brucei), P07378 | PGK/GAPDH coupled, Kinase-Glo luminescence, 60 min | Potency, µM (titrated, usually from 57.5 µM), without a hit: at the highest dose activity change, negative = inhibition, actives largely listed as inhibitors | hit rate 0.043% among 380,000 | AID 602233, 2012; also: potency is read from the fitted curve at half-maximal effect; % is scaled to controls: 0 for no effect and ±100 for the full control effect; nearly all actives have a fitted effect of over 60% in size
#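 Recombinant glycosomal PGK reaction used 1,3-bisphosphoglycerate generated in-well by GAPDH (100nM final) in 100mM TEA pH 7.6, 5mM MgCl2, 0.01% Tween-20. After 60 minutes at room temperature, ATP was read by Kinase-Glo Plus luminescence end-point.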
# PI4K2A inh = qHTS for small molecular inhibitors of PI4K2A; Phosphatidylinositol 4-kinase type 2-alpha (Homo sapiens), Q9BTU6; purified PI4K2A, ADP-Glo luminescence, 1 h; stronger effect = lower value; activity change, negative = inhibition, % at 76.9 µM; hit rate 0.13% among 420,000; AID 1346378, 2018; in the data active = activity change below about -50%; inconclusive = mostly about -30% to -49%;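 also: -100% = wells without enzyme as full effect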
# Target sequence (Q9BTU6 whole entry, looked up): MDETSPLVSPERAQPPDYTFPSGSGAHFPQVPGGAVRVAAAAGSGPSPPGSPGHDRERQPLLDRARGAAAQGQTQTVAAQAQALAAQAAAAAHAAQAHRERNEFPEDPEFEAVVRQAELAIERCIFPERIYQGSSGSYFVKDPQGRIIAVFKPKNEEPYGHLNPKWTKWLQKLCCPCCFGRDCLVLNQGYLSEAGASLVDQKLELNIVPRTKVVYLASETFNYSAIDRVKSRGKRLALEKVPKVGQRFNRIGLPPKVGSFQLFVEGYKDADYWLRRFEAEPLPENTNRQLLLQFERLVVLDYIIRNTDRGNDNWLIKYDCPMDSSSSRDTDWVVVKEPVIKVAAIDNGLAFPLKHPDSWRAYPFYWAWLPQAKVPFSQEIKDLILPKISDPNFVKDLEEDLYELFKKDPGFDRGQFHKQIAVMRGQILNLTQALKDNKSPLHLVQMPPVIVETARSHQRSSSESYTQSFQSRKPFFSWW
#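 PI4K2A activity was measured by ADP-Glo luminescence: enzyme (4 ug/mL stock) and phosphatidylinositol (1.2 mM stock) in Tris pH 7.5/MgCl2/EGTA/Triton X-100 buffer were reacted with ATP (300 microM stock) for one hour at ambient temperature.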
# ERG-DNA inh = qHTS for Small Molecule Inhibitors of the ERG Ets/DNA interaction; Transcriptional regulator ERG (Homo sapiens), P11308; fluorescence polarization, His-ERG Ets domain / labelled DNA; Potency, µM (top dose mostly 76.9 µM), for the others: at the highest dose FP activity, negative = inhibition, usual class: inhibitors; hit rate 0.028% among 370,000; AID 624246, 2012; active = well fitted inhibition curve with a large enough effect in the polarisation, with a control signal flat; inconclusive = small, poorly fitted or top-dose-only effect, or effect the other way, or a change in a side signal; inactive = no such curve, though single readings can be large or run the other way; the % refers to the polarisation;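 also: polarization taken with two DNA probes labelled with fluorescein and Texas red; potency is read from the fitted curve at half-maximal effect; % of control where 0% means no effect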
#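 His-tagged ERG Ets domain (1 uM in the protein solution; 300mM KCl, 50mM Tris-HCl, 1mM EDTA, 1mM DTT, pH 7.5) received compound, then a probe mix of 5 nM fluorescein-DNA and 100nM Texas-615-DNA. Fluorescence polarization was read for both dyes.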
# BAZ2B block = qHTS Assay for Inhibitors of BAZ2B; AlphaScreen BAZ2B-H3K14Ac peptide displacement; Potency, µM (highest dose often 114 µM), for inactives: top-dose activity change, negative = inhibition, most hits filed as inhibitors; hit rate 4.4% among 360,000; AID 504333, 2011; also: potency is read from the fitted curve at half-maximal effect; % is scaled to controls: 0 for no effect and ±100 for the full control effect; nearly all actives have a fitted effect of over 60% in size
#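 BAZ2B (50 nM) with biotin-H3(5-23)K14Ac peptide (50 nM) in PBS pH 7.4, 0.01% Tween-20, preformed 30 min, then compound 30 min at room temperature; top concentration 110uM. AlphaScreen streptavidin donor/nickel chelate acceptor beads (10 ug/mL final), 20 min dark, signal read.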
# G9a block = qHTS Assay for Inhibitors of Histone Lysine Methyltransferase G9a | hit rate 8.8% among 350,000 | G9a H3K9 monomethylation, AlphaScreen, 2 h | Histone-lysine N-methyltransferase EHMT2 (Homo sapiens), Q96KQ7 | Potency, µM (highest dose often 102 µM), for the others: at the top dose activity, negative = inhibition, usual class: inhibitors; also: potency is read from the fitted curve at half-maximal effect; % is scaled to controls: 0 for no effect and ±100 for the full control effect; nearly all actives have a fitted effect of over 75% in size
#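 Step 1: enzyme (final 20 nM) with compound, 15 min RT. Step 2: substrate peptide 500 nM and SAM 20 uM, 2 h RT. Step 3: anti-H3K9me1 antibody and AlphaScreen beads, 10 min, then plate read.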
# HP1b binding inh = HTS for Inhibitors of HP1-beta Chromodomain Interactions with Methylated Histone Tails; Chromobox protein homolog 1 (Homo sapiens), P83916; AlphaScreen HP1-beta / biotin-H3K9me3 peptide binding; Potency, µM (highest dose often 114 µM), for inactives: top-dose activity change, negative = inhibition, usual class: inhibitors; hit rate 0.56% among 390,000; AID 540317, 2011; also: potency is read from the fitted curve at half-maximal effect; nearly all actives have a fitted effect of over 70% in size; inactives centre near 23
# Target sequence (P83916 whole entry, looked up): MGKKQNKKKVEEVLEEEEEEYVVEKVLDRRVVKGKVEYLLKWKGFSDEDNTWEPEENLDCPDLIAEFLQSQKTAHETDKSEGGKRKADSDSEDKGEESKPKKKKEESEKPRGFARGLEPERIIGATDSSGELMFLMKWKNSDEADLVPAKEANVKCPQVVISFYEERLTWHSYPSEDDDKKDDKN
#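 Compound inhibition of the preformed complex between 50 nM HP1-beta and 50 nM biotinylated H3K9me3 peptide was read by AlphaScreen. Buffer was PBS pH 7.4 with 0.01% Tween-20. Incubations ran 30 min at room temperature, with 10 ug/mL donor/acceptor beads.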
# GLS inhibitor = qHTS for Inhibitors of Glutaminase (GLS) | GLS enzymatic activity, qHTS titration | Potency, µM (highest dose often 45.5 µM), for inactives: at the top dose activity change, negative = inhibition, hits mostly inhibitors | hit rate 0.21% among 410,000 | AID 624170, 2012; also: potency is read from the fitted curve at half-maximal effect; % is scaled to controls: 0 for no effect and ±100 for the full control effect
#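 Two-point fluorescence kinetic (t0, 30 min RT) for hKGA; glutamate detected via glutamate oxidase–HRP–Amplex Red. Substrate: 1 mM L-glutamine solution; buffer 45 mM KH2PO4, pH 8.2.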
# Pin1 inh = qHTS Assay to Find Inhibitors of Pin1 | Peptidyl-prolyl cis-trans isomerase NIMA-interacting 1 (Homo sapiens), Q13526 | Pin1 FP peptide displacement, HiFluor488, 10 min | Potency, µM (titrated, usually from 115 µM), inactives show at the highest dose activity, negative = inhibition, hits mostly inhibitors | hit rate 0.009% among 390,000; active = well fitted inhibition curve with a large enough effect in the polarisation, with a control signal flat, not every such curve was filed as active; inconclusive = small, poorly fitted or top-dose-only effect, or effect the other way, or a change in a side signal; inactive = no such curve, though single readings can be large or run the other way; the % refers to the polarisation; also: potency is read from the fitted curve at half-maximal effect; % is scaled to controls: 0 for no effect and ±100 for the full control effect
# Target sequence (Q13526 whole entry, looked up): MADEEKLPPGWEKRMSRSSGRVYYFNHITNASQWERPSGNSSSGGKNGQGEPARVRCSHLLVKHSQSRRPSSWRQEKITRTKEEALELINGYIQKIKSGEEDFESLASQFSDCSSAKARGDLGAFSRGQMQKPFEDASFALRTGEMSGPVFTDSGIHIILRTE
# * marks the source's active call; other numbers are inactive results; i = inactive; ? = inconclusive; . = not tested or not shown; [ ] = another dose, or the depositor's remark. Unless noted, calls follow the shape of the dose curve; as a rule, active = well fitted curve in the direction sought with a large enough effect; inconclusive = small, poorly fitted or top-dose-only effect, or another doubt; inactive = no such curve, though single readings can be large; an effect the other way counts as inactive or inconclusive.
JMJD2A Tudor,smiles,PGK inhibitor,PI4K2A inh,ERG-DNA inh,BAZ2B block,G9a block,HP1b binding inh,GLS inhibitor,Pin1 inh
-15%,COc1ccc(-c2ccc3oc(-c4ccsc4)cc(=O)c3c2)cn1,4%,1,2%,.,.,28%,1%,-12%
-10%,Cc1ccccc1OCC(=O)NNC(=O)Cn1[nH]c(=O)c2ccccc2c1=O,0%,0,3%,.,.,10%[57 µM],7%,4%
-15%,COc1ccccc1C(=O)NCC(=O)NCCSc1ccc(Br)cc1,-6%,3,.,-1%,2%[59 µM],12%,5%,-1%
-7%,O=C1CC(SCCO)C(=O)N1c1ccc(Oc2ccccc2)cc1 (stereo unspecified),i,-1,.,10%,-6%[59 µM],45%[activator],0%,-2%
-7%,COc1ccc(CCNC(=O)Cc2c(C)c3c(cc(C)c4c(C)coc43)oc2=O)cc1,i,-2,-4%,-3%,10%[59 µM],36%,7%,-13%
-34%,CC(C)(C)n1nnnc1C(c1cccnc1)N1CCN(c2cccc(C(F)(F)F)c2)CC1 (stereo unspecified),i,0,-1%,?,?,47%[activator],-4%,1%
-19%,COc1ccc(S(=O)(=O)Nc2ccc(-c3ccc(N4CCCC4)nn3)cc2)cc1F,0%,1,1%,3%,0%[59 µM],7%[57 µM],-3%,1%
2%,Cc1ccc(C2SCC(=O)N2Cc2ccccc2)cc1 (stereo unspecified),3%,3,-8%,4%,32%,42%[activator],4%,?
-3%,Cc1ccccc1NC(=O)CN1C(=S)NC(C)(C)CC1C (stereo unspecified),-3%,-2,6%,4%,18µM*,-9%,-7%,-5%
-22%,C=CCNC(=O)/C(=C\c1ccc(OC)cc1)NC(=O)c1ccc([N+](=O)[O-])cc1,-17%,4,-15%,14%,-6%,5%,0%,9%
-8%,CCc1cccc(C)c1NC(=O)CN(C)Cc1cccc(F)c1,i,1,11%,0%,19%[59 µM],26%,-5%,0%
0%,O=C(Cn1c2ncccc2c(=O)n1-c1ccccc1)Nc1ccc(F)c(F)c1,-1%,0,-3%,-17%,1%[59 µM],8%,-4%,1%
1%,O=C(CCNC(=O)C1CCN(S(=O)(=O)c2ccc(F)cc2)CC1)NCc1ccccc1,2%,2,-4%,-10%,22%,27%,-2%,-6%
56%[activator],CC1CCN(Cc2cc(=O)oc3ccc(C(C)C)cc23)CC1,i,-7,2%,17%,24%,104%[activator],-1%,-1%
?,Cc1ccc(C2(c3ccc(C)cc3)CC2C(=O)Nc2ccc([N+](=O)[O-])cc2O)cc1 (stereo unspecified),i,5,.,?,25µM*,-32%,1%,1%
-13%,COc1ccccc1OCC(=O)NC1CCCc2ccccc21 (stereo unspecified),-6%,-5,-2%,1%,19%[59 µM],-18%,4%,1%
-16%,COc1cccc(NC(=O)Cn2c(=O)n(-c3ccc(Cl)cc3)c(=O)c3oc4ccccc4c32)c1,6%,-9,-3%,-13%,-36%[59 µM],21%,-12%,10%
52%[activator],CNc1nc(Sc2ccccc2)cc(C(F)(F)F)n1,-8%,0,1%,116%[activator],60%[activator][59 µM],81%[activator],10%,?
-10%,O=C(Cc1ccccc1)NCC(=O)N1CCC1,0%,0,18%,?,-3%,26%,-10%,11%
-15%,CCOC(=O)c1ccccc1-c1cn2cc(Cl)ccc2n1,-3%,15,2%,-18%,-4%,13%,0%,0%
-7%,CCOCCc1nn2c(=O)cc(COC(=O)c3ccco3)nc2s1,0%,1,-8%,-14%,22%[59 µM],30%,1%,1%
-10%,CCCCOc1ccc(NC(=O)[C@@H]2CCCN2C(=O)C2CCN(S(=O)(=O)c3ccc(C)cc3)CC2)cc1,4%,-3,-3%,-11%,?,18%,5%,4%
-7%,COc1ccccc1NC(=O)c1cnc2c(-c3ccccc3)c(C)nn2c1C,-3%,-4,5%,1%,32%,7%,3%,25%
-14%,COC(=O)C1=C(C)N=C2SC(C#N)=C(N)N2C1c1cccc(OC)c1 (stereo unspecified),0%,6,-7%,-2%,10%[2.33 µM],27%,6%,20%
?,CCOc1ccc(-c2cc(OC(=O)c3ccc(F)cc3)c3c(C)oc(C)c3c(=O)c2)cc1,8%,-2,2%,?,?,-9%,1%,?
-30%,COc1ccc(C(=O)N2[C@@H](C(C)C)COc3cc(Br)ccc3S2(=O)=O)cc1,-7%,0,-9%,.,.,44%,0%,-4%
-30%,COc1ccc(OC)c(-c2csc(NC(=O)C3=NNC(=O)CC3)n2)c1,-4%,-2,15%,-21%,-1%,17%,-3%,13%
?,Oc1ccc(NCc2ccccc2OCc2ccc(Cl)cc2)cc1,8%,-53*,?,-25%,7.9µM*,5%,7%,?
30%,Cc1cc(C(=O)OCc2nc3ccccc3s2)c(C)o1,-1%,2,-4%,17%,-2%[59 µM],68%[activator],17%,-2%
-3%,COC(=O)C1=C(CS(=O)(=O)c2ccc(Cl)cc2)NC(=O)NC1c1ccc(O)c(OC)c1 (stereo unspecified),-10%,0,21%,-2%,21%,36%,14%,1%
-26%,Cc1cc2oc(C(=O)Nc3ccc(S(=O)(=O)Nc4onc(C)c4C)cc3)cc(=O)c2cc1C,i,1,4%,3%,8%[59 µM],1%,2%,?
?,CCOc1cc2[nH]c(=S)n(Cc3ccc(C(=O)O)cc3)c(=O)c2cc1OCC,-9%,-4,-3%,-11%,18µM*,-1%,-17%,-7%
-3%,COCCCC1CCN(C(=O)C2CCC(=O)N(C3CCCC3)C2)CC1 (stereo unspecified),7%,3,0%,-2%,.,20%,0%,-1%
6%,Cc1nc([N+](=O)[O-])cn1CC(=O)c1ccc(OC(F)(F)F)cc1,i,-21,5%,-6%,12%[0.501 µM],29%[57 µM],-7%,?
-14%,COC(=O)c1ccc(CS(=O)(=O)c2ccccc2C)o1,-3%,-2,3%,-6%,-41%[59 µM],18%,-5%,1%
3%,CNC(=O)N(C1=NCC(C)(C)S1)c1ccc(F)c(Cl)c1,-1%,-1,-9%,8%,2%,48%[activator],-1%,-13%
8%,CCc1ccccc1NC(=O)CCc1nc(-c2cccs2)no1,-9%,-2,-7%,1%,-10%,64%[activator],2%,-3%
-11%,CC1Cc2ccccc2N1C(=O)C1CCCCN1S(=O)(=O)c1ccccc1 (stereo unspecified),12%,3,-3%,-21%,-1%,25%,4%,6%
-11%,COc1ccc(CCNC(=O)C2CCN(S(=O)(=O)c3cc(OC)ccc3OC)CC2)cc1,i,-6,-11%,11%,14%[12.7 µM],29%,6%,-1%
10%,CCOC1(OCC)C(c2ccc(Cl)cc2)C(C#N)(C#N)C1(OCC)OCC (stereo unspecified),0%,8,-2%,18%,?,70%[activator],1%,-1%
-19%,CCOc1cc(C(=O)Nc2ccc(-c3nnc4n3CCCCC4)cc2)cc(OCC)c1OCC,-3%,5,1%,-8%,-20%[59 µM],13%,-4%,?
-5%,Cc1ccc(C)c(NC(=O)C2(C)CC3c4ccccc4C2c2ccccc23)c1 (stereo unspecified),-5%,-1,9%,0%,14%[0.0925 µM],32%,1%,2%
7%,O=C(NCCCNC(=O)c1ccccc1)c1ccccc1,0%,1,10%,.,.,29%,3%,-6%
-6%,CSc1nsc(SCC(=O)Nc2ccccc2C(N)=O)n1,9%,8,-2%,-3%,79µM*,13%,-18%,-3%
-9%,COc1cc2c(cc1OC)C(C)N(C(=O)/C=C/c1cc(OC)c(OC)c(OC)c1)CC2 (stereo unspecified),0%,-3,-17%,-14%,8%,26%,0%,5%
1%,O=C(Nc1ccc2c(c1)OCCO2)c1cnc2n(c1=O)CCS2,i,7,2%,2%,50µM*,36%,11%,-3%
-2%,CCc1cc(=O)oc2c(C)c3c(cc12)CN(CCc1ccccc1OC)CO3,-3%,0,-4%,-2%,9%[59 µM],65%[activator],68%[activator],?
-20%,Cc1[nH]c(=O)c(C#N)c(C)c1CCC(=O)NCc1ccc(Cl)cc1,1%,4,19%,-8%,2%[2.33 µM],65%[activator],-4%,-11%

# A draw from above in order of count of non-hydrogen atoms, smallest number first:
JMJD2A Tudor,smiles,PGK inhibitor,PI4K2A inh,ERG-DNA inh,BAZ2B block,G9a block,HP1b binding inh,GLS inhibitor,Pin1 inh
-10%,O=C(Cc1ccccc1)NCC(=O)N1CCC1,0%,0,18%,?,-3%,26%,-10%,11%
-14%,COC(=O)c1ccc(CS(=O)(=O)c2ccccc2C)o1,-3%,-2,3%,-6%,-41%[59 µM],18%,-5%,1%
-10%,Cc1ccccc1OCC(=O)NNC(=O)Cn1[nH]c(=O)c2ccccc2c1=O,0%,0,3%,.,.,10%[57 µM],7%,4%

# From PubChem BioAssay
